EWS-Fli block: EWS/Fli transcriptional activity inhibition; inhibition, % at 12.6 µM; 350,000 compounds, 0.67% hits; A673 NR0B1-luciferase reporter, viability-normalised;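 active means mean inhibition of at least 50% after viability correction, with every replicate also passing that limit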;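 further: firefly luciferase signal divided by Alamar Blue viability fluorescence both relative to DMSO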
FN deposit inh: fibronectin deposition inhibition. AH1F fibroblasts, Alexa488-fibronectin deposition fluorescence, overnight. inhibition, % at 12.6 µM. 350,000 compounds, 0.086% hits;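 active means mean inhibition across replicates of 30% or more, regardless of how many single replicates reach that level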;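 further: positive control wells lacked labelled fibronectin entirely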
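Material – AH1F fibroblast monolayer, labelled fibronectin deposition · Reagent – labelled fibronectin 24 nM · Timing – 1 h adhesion, overnight exposure · Measured by – fluorescence at 485 nm excitation, 525 nm emission · Read-out – inhibition of fibronectin deposition signal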
PAX8 reporter: inhibitors of PAX8 transcriptional activity in RMG-I cells. RMG-I TPO-luciferase reporter, SteadyGlo, 24 h. inhibition, % at 12.6 µM. 360,000 compounds, 1.2% hits. AID 652154;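 active means mean replicate inhibition at least 60% with every replicate also reaching 60%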;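 further: luciferase light reporting Pax8 driven TPO promoter activity; plate controls were median of neutral control wells for no effect and mitoxantrone controls for full effect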
PglD inh: PglD (C. jejuni) enzyme inhibition. purified PglD enzyme, DTNB colorimetric CoA detection. AID 602405. inhibition, % at 12.5 µM. 360,000 compounds, 0.098% hits; in the data active means inhibition above about 16%, passing the limit was not always enough; further: strong numbers were not always called active
PGC1a acetyl inh: PGC1a acetylation modulation, inhibitor mode; inhibition, % at 15.6 µM; U2OS PGC1a acetylation, AlphaScreen anti-acetyl-lysine; with virally co-expressed GCN5 acetyltransferase; 350,000 compounds, 0.17% hits;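 active means every replicate shows inhibition of at least 40%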;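 further: 0% = neutral control wells and 100% = positive control wells; some results beyond the cut were filed as inactive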
S100A4 inh HTS: blocks human S100A4 binding to myosin IIA peptide; 360,000 compounds, 0.14% hits; S100A4/TAMRA-MyoIIA peptide fluorescence polarization; inhibition, % at 10.7 µM;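 active means mean inhibition of at least 70% across replicates, with every replicate also reaching that level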
Target sequence (P26447 whole entry, looked up): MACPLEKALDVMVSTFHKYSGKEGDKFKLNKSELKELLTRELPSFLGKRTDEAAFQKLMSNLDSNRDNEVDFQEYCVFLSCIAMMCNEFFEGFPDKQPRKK
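Material: S100A4 monomer protein | Medium: HEPES pH 7.2 with CaCl2, KCl, NaCl, DTT, Triton | Reagent: Labelled myosin peptide probe, 5 nM | Doses: One dose per compound | Times: 5 min incubation before reading | Benchmarks: Neutral control DMSO, positive control TFP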
LGR2 antag: inhibitors of bursicon-induced Drosophila LGR2 receptor cAMP signaling; HEK293 LGR2, CRE-luciferase, bursicon-stimulated, 4 h; inhibition, % at 9.99 µM; 380,000 compounds, 0.35% hits; AID 720647;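 active means drop in luminescence signal, shown as inhibition above about 50% in the replicate tests, limit read from the data, passing the limit was not always enough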;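 further: agonist challenge used bursicon conditioned medium at about half maximal strength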
ERAP1 HTS inh: inhibitors of human ERAP1 aminopeptidase; Q9NZ08; recombinant ERAP1, Leu-AMC fluorescence, 60 min; inhibition, % at 10.7 µM; 340,000 compounds, 0.15% hits; AID 652197;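 active means mean replicate inhibition of at least 30%, or all replicates individually reaching that 30% level; inactive means mean below 30% and not every replicate reaching it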;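 further: 0% = neutral control wells and 100% = L-leucinethiol positive control wells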
Target sequence (Q9NZ08 whole entry, looked up): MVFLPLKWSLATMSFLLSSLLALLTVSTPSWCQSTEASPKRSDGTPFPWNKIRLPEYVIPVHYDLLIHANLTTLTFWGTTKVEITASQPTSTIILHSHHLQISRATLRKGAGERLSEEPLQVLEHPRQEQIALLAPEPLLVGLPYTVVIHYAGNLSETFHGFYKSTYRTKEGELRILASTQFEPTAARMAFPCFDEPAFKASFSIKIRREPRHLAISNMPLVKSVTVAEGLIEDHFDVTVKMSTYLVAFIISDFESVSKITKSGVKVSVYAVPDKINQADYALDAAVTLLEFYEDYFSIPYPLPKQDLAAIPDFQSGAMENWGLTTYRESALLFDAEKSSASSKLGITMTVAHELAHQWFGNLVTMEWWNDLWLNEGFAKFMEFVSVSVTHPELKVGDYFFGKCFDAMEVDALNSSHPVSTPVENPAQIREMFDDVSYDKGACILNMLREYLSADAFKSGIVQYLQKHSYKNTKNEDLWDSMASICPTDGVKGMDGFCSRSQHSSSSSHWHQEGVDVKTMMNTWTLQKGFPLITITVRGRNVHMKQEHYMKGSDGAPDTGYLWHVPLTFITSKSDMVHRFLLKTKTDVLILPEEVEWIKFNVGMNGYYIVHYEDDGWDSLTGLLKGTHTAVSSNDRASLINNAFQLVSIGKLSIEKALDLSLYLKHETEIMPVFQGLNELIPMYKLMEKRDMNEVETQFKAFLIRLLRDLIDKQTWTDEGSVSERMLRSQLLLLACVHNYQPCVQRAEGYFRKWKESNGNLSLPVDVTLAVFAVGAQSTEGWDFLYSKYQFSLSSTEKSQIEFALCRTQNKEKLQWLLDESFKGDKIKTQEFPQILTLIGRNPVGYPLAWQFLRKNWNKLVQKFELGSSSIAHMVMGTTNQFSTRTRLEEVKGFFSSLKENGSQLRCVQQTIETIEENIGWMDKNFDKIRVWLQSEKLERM
Active calls of the source: *; & = joins results of further samples.

Results for C[C@H](CO)N1C[C@H](C)[C@H](CN(C)C(=O)C2CCC2)Oc2cc(-c3ccc(C(=O)N(C)C)cc3)ccc2S1(=O)=O ?
EWS-Fli block: 10; FN deposit inh: -9; PAX8 reporter: -8; PglD inh: 0; PGC1a acetyl inh: 0; S100A4 inh HTS: -6; LGR2 antag: -1; ERAP1 HTS inh: 0

What do the screens show for `O=C(Nc1ccc(Br)cc1)C1CC(O)CN1C(=O)OCc1ccccc1` (centres undefined)?
EWS-Fli block: 7; FN deposit inh: 12; PAX8 reporter: 5; PglD inh: -5; PGC1a acetyl inh: -1; S100A4 inh HTS: 2; LGR2 antag: -7; ERAP1 HTS inh: -6

What do the screens show for `CC(=O)N1c2ccc(S(=O)(=O)NCCC(=O)NCc3ccc(N(C)C)cc3)cc2CC1C` (centres undefined)?
EWS-Fli block: 3; FN deposit inh: 9; PAX8 reporter: 6; PglD inh: 1; PGC1a acetyl inh: -6; S100A4 inh HTS: -2; LGR2 antag: 5; ERAP1 HTS inh: 3

Results for CC1CN(Cc2ccccc2)c2nc3c(c(=O)[nH]c(=O)n3C)n2C1 (centres undefined) ?
EWS-Fli block: 2; FN deposit inh: -1; PAX8 reporter: 24; S100A4 inh HTS: -1; LGR2 antag: 3; ERAP1 HTS inh: 2

How did COc1ccccc1CNC(=O)C[C@@H]1CC[C@H]2[C@@H](COC[C@@H](O)CN2Cc2cccc(-c3ccncc3)c2)O1 do in these assays?
EWS-Fli block: 11; FN deposit inh: 11; PAX8 reporter: 7; PglD inh: -1; PGC1a acetyl inh: 3; S100A4 inh HTS: -17; LGR2 antag: -9; ERAP1 HTS inh: 1

Results for COc1ccc2c(c1)CO[C@]21O[C@H](CCO)C[C@H](O)[C@H]1O ?
EWS-Fli block: -17; FN deposit inh: 0; PAX8 reporter: -30; PglD inh: -3; PGC1a acetyl inh: -7; S100A4 inh HTS: 7; ERAP1 HTS inh: 4

What do the screens show for `CC(C)C1Oc2cc3oc(=O)ccc3cc2C1=O` (centres undefined)?
EWS-Fli block: 8; FN deposit inh: 2; PAX8 reporter: 23; PglD inh: 7; PGC1a acetyl inh: -5; S100A4 inh HTS: 20; LGR2 antag: -27; ERAP1 HTS inh: 7

How did CS(=O)(=O)N(CC(=O)Nc1ccc(F)cc1F)C1CCCCC1 do in these assays?
EWS-Fli block: 9; FN deposit inh: 1; PAX8 reporter: 2; PglD inh: -14; PGC1a acetyl inh: 9; S100A4 inh HTS: 2; LGR2 antag: 28; ERAP1 HTS inh: 0

How did CCSc1ccccc1-c1nc(-c2ccncc2)no1 do in these assays?
EWS-Fli block: -21; FN deposit inh: -2; PAX8 reporter: -72; PglD inh: 2; S100A4 inh HTS: -1; LGR2 antag: -19; ERAP1 HTS inh: -3

Results for COc1cc(OC)cc(C2=Cc3ccc(OC)cc3C(CC(C)=O)N2c2ccc(C#CC3(N)CCCCC3)cc2)c1 (centres undefined) ?
EWS-Fli block: 17; FN deposit inh: -9; PAX8 reporter: 6; S100A4 inh HTS: -5; LGR2 antag: -6; ERAP1 HTS inh: -2

A draw from above in order of SMILES length, lowest first.
What do the screens show for `CC(C)C1Oc2cc3oc(=O)ccc3cc2C1=O` (centres undefined)?
EWS-Fli block: 8; FN deposit inh: 2; PAX8 reporter: 23; PglD inh: 7; PGC1a acetyl inh: -5; S100A4 inh HTS: 20; LGR2 antag: -27; ERAP1 HTS inh: 7

What do the screens show for `O=C(Nc1ccc(Br)cc1)C1CC(O)CN1C(=O)OCc1ccccc1` (centres undefined)?
EWS-Fli block: 7; FN deposit inh: 12; PAX8 reporter: 5; PglD inh: -5; PGC1a acetyl inh: -1; S100A4 inh HTS: 2; LGR2 antag: -7; ERAP1 HTS inh: -6

Results for COc1cc(OC)cc(C2=Cc3ccc(OC)cc3C(CC(C)=O)N2c2ccc(C#CC3(N)CCCCC3)cc2)c1 (centres undefined) ?
EWS-Fli block: 17; FN deposit inh: -9; PAX8 reporter: 6; S100A4 inh HTS: -5; LGR2 antag: -6; ERAP1 HTS inh: -2

Next compounds.
Results for O=C(Nc1ccc2c(c1)OCO2)C1CCCN1C(=O)Nc1ccccc1 (centres undefined) ?
EWS-Fli block: -15; FN deposit inh: -13; PAX8 reporter: 7; PglD inh: -11; PGC1a acetyl inh: -11; S100A4 inh HTS: -3; LGR2 antag: -11; ERAP1 HTS inh: -2

What do the screens show for `COCC(=O)N(c1ccccc1)C(C)C(=O)OC` (centres undefined)?
EWS-Fli block: 14; FN deposit inh: 13; PAX8 reporter: 12; PglD inh: 4; S100A4 inh HTS: -4; LGR2 antag: -14; ERAP1 HTS inh: -5

How did Cc1cccc(C(=O)N2CCCCCC2)c1[N+](=O)[O-] do in these assays?
EWS-Fli block: 2; FN deposit inh: 8; PAX8 reporter: -5; PGC1a acetyl inh: -4; S100A4 inh HTS: 16; LGR2 antag: 12; ERAP1 HTS inh: 5

How did O=C(c1ccccc1)N1C[C@@H]2[C@H](c3ccccc31)[C@H](CO)N2C(=O)c1ccccn1 do in these assays?
EWS-Fli block: -8; FN deposit inh: 15; PAX8 reporter: -16; PglD inh: 2; PGC1a acetyl inh: -32; S100A4 inh HTS: 5; LGR2 antag: 6; ERAP1 HTS inh: 1

Results for N#Cc1cccc(NC(=O)CCN2C(=O)C3CCCCC3C2=O)c1 (centres undefined) ?
EWS-Fli block: -4; FN deposit inh: 4; PglD inh: -5; PGC1a acetyl inh: 3; S100A4 inh HTS: 0; LGR2 antag: -8; ERAP1 HTS inh: -1

How did C[C@H](NC(=O)C[C@@H]1C=C[C@@H](NC(=O)CN2CCOCC2)[C@@H](CO)O1)c1ccccc1 do in these assays?
EWS-Fli block: 1&0; FN deposit inh: 2&5; PAX8 reporter: 0&-5; PglD inh: 2; PGC1a acetyl inh: -2; S100A4 inh HTS: 1&-5; LGR2 antag: -3&-14; ERAP1 HTS inh: 10

How did CCCCCc1ccc(-c2cn(CCCOCc3ccccc3)nn2)cc1 do in these assays?
EWS-Fli block: 5; FN deposit inh: 5; PAX8 reporter: 20; S100A4 inh HTS: 2; LGR2 antag: -15; ERAP1 HTS inh: -2

What do the screens show for `CN(CC(=O)Nc1ccc(F)cc1)CC(=O)Nc1ccc(Cl)c(S(=O)(=O)N2CCOCC2)c1`?
EWS-Fli block: 3; FN deposit inh: 5; PAX8 reporter: 19; PglD inh: 4; PGC1a acetyl inh: -12; S100A4 inh HTS: -1; LGR2 antag: 7; ERAP1 HTS inh: -2

How did C[C@@H]1CCCCO[C@H](CN(C)Cc2ccncc2)[C@@H](C)CN([C@@H](C)CO)C(=O)c2cc(NS(=O)(=O)c3ccc(F)cc3)ccc2O1 do in these assays?
EWS-Fli block: 2; FN deposit inh: -4; PAX8 reporter: 12; PglD inh: 2; PGC1a acetyl inh: 3; S100A4 inh HTS: -7; LGR2 antag: 6; ERAP1 HTS inh: 1

How did CCN1CCN(C(=O)c2cc3cc([N+](=O)[O-])ccc3oc2=O)CC1 do in these assays?
EWS-Fli block: 0; FN deposit inh: 0; PAX8 reporter: 16; PGC1a acetyl inh: 8; S100A4 inh HTS: 0; LGR2 antag: 3

How did CCN(CC)C(=O)C1=C(C)N(Cc2ccccc2)C(=O)C(CC(=O)NC2CCCC2)C1 (centres undefined) do in these assays?
EWS-Fli block: -5; FN deposit inh: -4; PAX8 reporter: -4; PglD inh: 4; PGC1a acetyl inh: -12; S100A4 inh HTS: -2; LGR2 antag: 3

What do the screens show for `CCN(CC)CCN(Cc1cc2cc3c(cc2[nH]c1=O)OCCO3)C(=S)NCC1CCCO1` (centres undefined)?
EWS-Fli block: 3; FN deposit inh: -2; PAX8 reporter: 3; PGC1a acetyl inh: 11; S100A4 inh HTS: 3; LGR2 antag: -13; ERAP1 HTS inh: 0

How did CC(C)CCN1CCN(Cc2ccc(Sc3nncn3C)o2)CC1CCO (centres undefined) do in these assays?
EWS-Fli block: -10; FN deposit inh: 9; PAX8 reporter: -5; PGC1a acetyl inh: -11; S100A4 inh HTS: 19; LGR2 antag: 3; ERAP1 HTS inh: 0

What do the screens show for `CC1Cc2ccccc2N1S(=O)(=O)c1cccc(C(=O)OCC(=O)NCc2ccco2)c1` (centres undefined)?
EWS-Fli block: -2; FN deposit inh: 3; PAX8 reporter: 2; PglD inh: -5; PGC1a acetyl inh: 1; S100A4 inh HTS: 2; LGR2 antag: -1

What do the screens show for `O=c1c2ccccc2oc2ccc(-c3ccc4[nH]ccc4c3)cc12`?
EWS-Fli block: -98; FN deposit inh: -4; PAX8 reporter: -190; PglD inh: 2; PGC1a acetyl inh: 6; LGR2 antag: -61

Results for c1cncc(-c2ccc3ncnc(NCc4cccs4)c3c2)c1 ?
EWS-Fli block: 3; FN deposit inh: 3; PAX8 reporter: 11; PglD inh: 1; PGC1a acetyl inh: 53; S100A4 inh HTS: 0; LGR2 antag: -21; ERAP1 HTS inh: 4

How did CCn1nc(C)c(CNC(=O)CCc2nnc(-c3ccc(C(C)=O)s3)o2)c1C do in these assays?
EWS-Fli block: 0; FN deposit inh: -10; PAX8 reporter: 14; PglD inh: -1; PGC1a acetyl inh: 6; S100A4 inh HTS: -6; ERAP1 HTS inh: 5

How did COc1ccccc1OCCn1c(=O)oc2ccc(C)cc21 do in these assays?
EWS-Fli block: -2; FN deposit inh: -2; PAX8 reporter: 12; PglD inh: 1; PGC1a acetyl inh: -3; S100A4 inh HTS: 1; LGR2 antag: -1; ERAP1 HTS inh: 1

Results for CC1CCCCN1S(=O)(=O)c1ccc(S(=O)(=O)N2CCCC2)cc1 (centres undefined) ?
EWS-Fli block: 10; FN deposit inh: -2; PAX8 reporter: -12; PglD inh: -2; S100A4 inh HTS: -3; LGR2 antag: 9; ERAP1 HTS inh: 3

Results for Cc1[nH]n(-c2ccccc2)c(=O)c1C(=O)c1ccc([N+](=O)[O-])cc1 ?
EWS-Fli block: 6; FN deposit inh: 1; PAX8 reporter: 7; PGC1a acetyl inh: 5; S100A4 inh HTS: -4; LGR2 antag: -12; ERAP1 HTS inh: 1

Results for CC1CN(C(=O)/C(=C/c2ccco2)NC(=O)c2ccccc2)CC(C)O1 (centres undefined) ?
EWS-Fli block: 2; FN deposit inh: -2; PAX8 reporter: 4; PglD inh: 7; PGC1a acetyl inh: 5; S100A4 inh HTS: 1; LGR2 antag: 19; ERAP1 HTS inh: -4

How did CCc1ccc(CN(C)CC(=O)Nc2ccccc2[N+](=O)[O-])cc1 do in these assays?
FN deposit inh: -6; PAX8 reporter: -5; PglD inh: -5; PGC1a acetyl inh: -8; LGR2 antag: 5

What do the screens show for `CSc1cccc(NC(=O)CSc2ccc(C)cc2)c1`?
FN deposit inh: -5; PAX8 reporter: -35; PglD inh: 6; PGC1a acetyl inh: -6

Screening results (PubChem BioAssay)
